# hERG protect – shields human hERG channel from block by proarrhythmic agents. Q12809. CHO-hERG, FluxOR thallium flux, dofetilide IC70 present. activation (rescue from dofetilide block), less the hit threshold, % at 10 µM. 0.51% of 310,000 active;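 active = activation above the mean of controls blocked by dofetilide plus 5 SD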;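 note: thallium influx through hERG after potassium depolarization seen as dye fluorescence rise; in these data hits start at about 4.7%; inactives centre near -7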
# KCNK3 inh – human KCNK3 channel inhibition, primary screen; B-score at 10 µM; CHO-KCNK3 thallium flux, FluxOR fluorescence; active compounds read low; 0.84% of 340,000 active;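 active = B-score under library mean minus 4 SD, starting fluorescence ratio at most library mean plus 5 SD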;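 note: more negative B-score means stronger inhibition of thallium flux through KCNK3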
# ANO1 activ – mouse TMEM16A channel activation, primary screen; HEK293 TMEM16A/YFP-H148Q/I152L, iodide quench fluorescence; active compounds read low; B-score at 10 µM; AID 623877; Q8BHY3; 0.3% of 340,000 active;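 active = fluorescence-ratio B-score plate-corrected deviation score at least 3 library SD below zero, with starting fluorescence score within 5 deviations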;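 note: channel opened by trigger with iodide after compound preincubation; score built on the fluorescence ratio of max minus min over baseline; more negative score means more quench and so TMEM16A activation or potentiation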
# Dyrk1A ADPGlo – Dyrk1A (rat) kinase inhibition. Q63470. ADP-Glo luminescence, NFATc1 peptide. inhibition, % at 12.5 µM. 0.43% of 310,000 active; in the data active = inhibition above about 50%;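 note: plate controls were vehicle with enzyme for no effect and no enzyme for full effect; many of its hits are not listed in these tables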
# HDAC3 inh – blocks human histone deacetylase 3; O15379; recombinant HDAC3, fluorogenic peptide/trypsin coupled, fluorescence; inhibition, % at 8.3 µM; 0.15% of 320,000 active; AID 2718; in the data active = inhibition above about 26%, passing the limit was not always enough
# TRPC4 potent – TRPC4 (mouse) allosteric potentiation. AID 2227. B-score at 10 µM. HEK293 TRPC4beta/mu-opioid, DAMGO EC20, Fluo-4 Ca2+ flux; active compounds read high. 0.42% of 310,000 active. Q9QUQ5;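 active = B-score of calcium response area above 5 SD of library B-scores, with initial fluorescence ratio within 5 SD of library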;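 note: B-score of integrated fluorescence ratio over time as area under calcium response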
# TMEM16A inh – mouse TMEM16A channel inhibition, primary screen; Q8BHY3; HEK293 TMEM16A/YFP iodide influx fluorescence, ionomycin; normalized B-score (activity score, 25-100; higher = stronger inhibition) at 10 µM; 1.2% of 310,000 active;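 active = ratio plate-corrected score three or more library SD toward inhibition, starting fluorescence score within five deviations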;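 note: score derived from kinetic fluorescence span divided by baseline fluorescence per well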
# KCNK9 inh – human KCNK9 channel inhibition; HEK293 KCNK9, FluxOR thallium flux fluorescence; active compounds read low; Q9NPC2; 1.2% of 310,000 active; B-score at 10 µM;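 active = ratio B-score over 3 SD below the library mean, with starting fluorescence within 5 SD of its mean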;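 note: negative B-score means less thallium flux so channel inhibition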
# KCNQ1 act – human KCNQ1 channel potentiation or activation; P51787; CHO-K1 KCNQ1, thallium flux FluxOR fluorescence; active compounds read high; B-score at 10 µM; 0.35% of 310,000 active; AID 2648;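 active = fluorescence ratio B-score, a plate-corrected score, at least three library SD, with initial intensity B-score within 5 SD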
# Target sequence (P51787 whole entry, looked up): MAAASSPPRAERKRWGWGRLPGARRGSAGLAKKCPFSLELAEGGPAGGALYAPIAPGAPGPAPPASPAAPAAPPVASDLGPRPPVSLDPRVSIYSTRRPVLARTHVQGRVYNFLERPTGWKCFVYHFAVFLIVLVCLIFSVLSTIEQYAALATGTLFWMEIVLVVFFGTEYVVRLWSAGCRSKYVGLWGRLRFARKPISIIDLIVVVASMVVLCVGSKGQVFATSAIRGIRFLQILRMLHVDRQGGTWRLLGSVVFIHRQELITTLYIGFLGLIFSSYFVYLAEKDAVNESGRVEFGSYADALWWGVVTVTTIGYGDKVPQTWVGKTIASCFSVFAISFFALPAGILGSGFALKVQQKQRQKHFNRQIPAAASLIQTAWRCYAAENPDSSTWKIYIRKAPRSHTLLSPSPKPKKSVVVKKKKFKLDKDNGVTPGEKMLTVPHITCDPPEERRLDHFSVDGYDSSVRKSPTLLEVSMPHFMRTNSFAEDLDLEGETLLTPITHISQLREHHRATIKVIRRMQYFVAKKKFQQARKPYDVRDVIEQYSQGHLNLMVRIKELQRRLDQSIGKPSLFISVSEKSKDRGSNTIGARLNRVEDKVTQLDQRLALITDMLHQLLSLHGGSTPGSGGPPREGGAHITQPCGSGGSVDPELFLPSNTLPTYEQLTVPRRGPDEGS
#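 Doses: Single concentration per compound, DMSO matched to controls | Test system: KCNQ1-transfected CHO-K1 cells | Timing: 90 min dye loading and 20 min compound exposure, both at room temperature | Measured by: Kinetic FluxOR thallium fluorescence, 10-s 1-Hz baseline, 110-s post-stimulus read | Medium: Assay buffer with matched DMSO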
# KCNQ1 block – blocks the human KCNQ1 potassium channel; AID 2642; P51787; 1.3% of 310,000 active; CHO-K1 KCNQ1, FluxOR thallium flux fluorescence; active compounds read high; B-score at 10 µM;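 active = compounds whose thallium flux B-score, printed positive for inhibition, exceeds three library SD while starting fluorescence stays within three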;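 note: channel opened by potassium depolarization with thallium stimulus after 20 min compound exposure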
# TRPC4 agonist – TRPC4 (mouse) channel activation. Q9QUQ5. HEK293 TRPC4beta/mu-opioid, Fluo4 calcium fluorescence; active compounds read high. B-score at 10 µM. 0.49% of 310,000 active. AID 2237;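 active = B-score above 5 SD of library B-scores, and initial fluorescence ratio not above library mean plus 5 SD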;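 note: positive B-score marks a calcium rise read as TRPC4 activation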
#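 system = HEK293 cells stably co-expressing mouse TRPC4beta and mu-opioid receptor | schedule = Fluo4 dye loading 45 min at room temperature, 110 s recording | measure = B-scored integrated calcium fluorescence ratio | signal = Fluo4 calcium-sensitive dye fluorescence, kinetic, 1 Hz baseline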
# * = called active by the depositor; i = inactive; nt = no result given.
SMILES,hERG protect,KCNK3 inh,ANO1 activ,Dyrk1A ADPGlo,HDAC3 inh,TRPC4 potent,TMEM16A inh,KCNK9 inh,KCNQ1 act,KCNQ1 block,TRPC4 agonist
CCn1cc(C(=O)OCC(=O)c2cc(C)n(-c3ccccc3F)c2C)c(=O)c2ccc(C)nc21,-10.1,i,i,6.3,11.0,i,i,i,i,i,i
CC(=O)c1cc(C(=O)Nc2ccccc2C(=O)O)oc1C,-0.5,i,i,8.7,15.2,i,i,i,i,i,i
O=C(Nc1ccc2c(c1)OCCO2)c1ccc(S(=O)(=O)N2CCCCC2)cc1,-13.4,i,i,-5.3,11.8,i,i,i,i,i,i
COc1ccc(-c2cn[nH]c2-c2ccc(O)cc2O)cc1,-10.7,i,i,31.6,2.6,i,i,i,i,i,i
COc1ccc(NC(=O)c2cccc(Cn3cc(Br)c([N+](=O)[O-])n3)c2)c(C)c1,-9.3,i,i,-2.9,12.0,i,i,i,i,i,i
Cc1c(NC(=O)CSc2nc3ccccc3[nH]2)c(=O)n(-c2ccccc2)n1C,-5.0,i,i,-1.8,-0.6,i,i,i,i,i,i
CCN(CCO)c1nc(N2CCCCC2)c2cnn(C)c2n1,-2.1,i,i,16.5,-1.7,i,i,i,i,i,i
Cc1cccc(NC(=O)Nc2ccccn2)c1C,-8.9,i,i,2.6,-5.7,i,i,i,i,i,i
Cc1noc(C)c1COC(=O)CCc1nc2ccccc2c(=O)[nH]1,-2.0,i,i,nt,-8.9,i,i,i,i,i,i
Cc1c(C)n(C)c2ccc(C(=O)NCCCN3CCCCC3)cc12,-8.9,i,i,5.2,4.2,i,i,i,i,i,i
O=C(Nn1cnnc1)c1ccc([N+](=O)[O-])cc1Cl,-2.2,i,i,-4.5,4.1,i,i,i,i,i,i
CCOc1ccc(Cl)cc1CNCCNCC(C)O (configuration not stated),-0.3,i,i,-2.4,-1.6,i,i,i,i,i,i
O=C(Nc1ccc(OCC(F)(F)C(F)F)cc1)c1ccncc1,-7.5,i,i,5.6,nt,i,i,i,i,i,i
O=C(Nc1ccc(S(=O)(=O)Nc2ncccn2)cc1)C1=NN(c2ccccc2)C(=O)CC1,-7.2,i,i,2.0,6.0,i,i,i,i,i,i
C[C@H](NC(=O)c1nc[nH]c1C(=O)NCCCCCN)C(=O)OCc1ccccc1,-12.9,i,i,-16.9,1.7,i,i,i,i,i,i
CCN(CC)C(=O)CSc1nc2ccccc2c(=O)n1CCC(=O)NCc1ccc(F)cc1,-14.6,i,i,-3.3,1.1,i,i,i,i,i,i
Cc1ccc(NS(=O)(=O)c2ccc3c(c2)n(C)c(=O)c(=O)n3C)c(C)c1,-10.0,i,i,6.6,0.2,i,i,i,i,i,i
Cc1ccc(-n2nc(C)c(C(=O)O)n2)c(C)c1,-1.6,i,i,4.4,-5.0,i,i,i,i,i,i
CC(C)c1ccc2[nH]c(O)c(N=NC(=O)c3cccc(S(=O)(=O)Nc4ccccc4Cl)c3)c2c1,-8.4,i,i,0.4,2.9,i,i,i,i,i,i
CCS(=O)(=O)Nc1ccc(C(=O)OC)cc1,-12.9,i,i,-9.4,3.1,i,i,i,i,i,i
Cc1ccc(-c2cc(-c3cccc(F)c3)n[nH]2)c(O)c1,-9.5,i,i,1.3,19.5,i,i,i,i,i,i
CCOc1ccc2nc(NCCNC(=O)C3CC3)c(C)cc2c1,-7.1,i,i,1.8,-18.8,i,i,i,i,i,i
CCCCNC(=O)/C(C#N)=C/c1ccc2c(c1)OCCO2,-8.4,i,i,1.1,0.5,i,i,i,i,i,i
Cc1nn(-c2ccccc2)c2nc(N)c(C#N)c(-c3ccc(C(C)(C)C)cc3)c12,-8.2,i,i,nt,-18.1,i,i,i,i,i,i
CCCn1c(-c2ccc(OC)cc2)nc2c(=O)n(C)c(=O)[nH]c21,-5.7,i,i,4.0,-82.4,i,i,i,i,i,i
Oc1cccc(NC(=S)Nc2ccc(SC(F)F)cc2)c1,-12.9,i,i,nt,-1.4,i,i,i,i,10*,i
FC(F)(F)c1cc(Sc2ccccc2)nc(-c2ccccn2)n1,-9.5,i,i,4.0,0.9,i,i,i,i,i,i
Cc1cc(C)c2cc3c(N)c(C(=O)Nc4c(C)[nH]c(=O)[nH]c4=O)sc3nc2c1,-8.5,i,i,4.2,-0.7,i,i,i,i,i,i
CCOC(=O)C(CCCCP(=O)(c1ccccc1)c1ccccc1)(NC(C)=O)C(=O)OCC,-4.5,i,i,9.7,6.3,i,i,i,i,i,i
O=C(NCC12CC3CC(CC(C3)C1)C2)c1nn2cccnc2c1Cl,-10.2,i,i,-4.1,-9.3,i,i,i,i,i,i
Cc1onc(-c2ccccc2)c1C(=O)NCCc1ccc(Cl)cc1,-6.8,i,i,0.4,-6.3,i,i,i,i,i,i
COc1cccc(NS(=O)(=O)c2cc3c(cc2C)N(C(C)=O)CCO3)c1,-11.2,i,i,2.5,nt,i,i,i,i,i,i
Cn1c(=O)c2c(nc(-n3ccnc3)n2C)n(C)c1=O,-7.8,i,i,0.5,-0.7,i,i,i,i,i,i
NS(=O)(=O)c1ccc(-c2ccc(C=O)o2)cc1,-10.4,i,i,-4.7,7.8,i,i,i,i,i,i
CCc1ccccc1NC(=O)CCC(=O)c1cccs1,-7.8,i,i,nt,-0.8,i,i,i,i,i,i
CC(OC(=O)Cn1cnc2ccccc2c1=O)C(=O)NCc1ccccc1 (configuration not stated),-13.0,i,i,11.2,-4.1,i,i,i,i,i,i
O=S(=O)(Nc1ccon1)c1ccc(F)c(F)c1,-8.2,i,i,-6.0,-3.0,i,i,i,i,i,i
CNC(=O)c1cc(C(=O)c2ccc(Cl)cc2)c(Br)[nH]1,-7.8,i,i,-3.6,-3.1,i,i,i,i,i,i
Cc1ccc(NC(=O)c2cc(N3C(=O)CCC3=O)ccc2N2CCOCC2)cc1,-3.0,i,i,4.3,-1.8,i,i,i,i,i,i
COc1ccc(OCC(=O)N/N=c2\oc3c(OC)cccc3cc2C(N)=O)cc1,-6.1,i,i,0.7,-2.6,i,i,i,i,i,i
O=C(CCCn1c(=O)[nH]c2cc(Cl)ccc2c1=O)NCC1CCCO1 (configuration not stated),-10.0,i,i,2.5,1.8,i,i,i,i,i,i
Cc1cccc(C(=O)N2CCN=C2SCc2ccc([N+](=O)[O-])cc2)c1,-5.4,i,i,nt,1.6,i,i,i,i,i,i
O=C(O)CC(NC(=O)Cc1ccc([N+](=O)[O-])cc1)c1ccc2c(c1)OCO2 (configuration not stated),-3.4,i,i,-2.0,4.8,i,i,i,i,i,i
Cc1cc(C)c2c(=O)[nH]c(SCC(=O)Nc3ccccc3)nc2n1,-4.9,i,i,0.6,7.4,i,i,i,i,i,i
CCOC(=O)c1ccc(NC(=O)Nc2ccc(F)cc2)cc1,-9.4,i,i,1.1,8.3,i,i,i,i,i,i
CCC(=O)Nc1cccc(NC(=S)NC(=O)c2cccc(C)c2)c1,-11.1,i,i,4.6,3.1,i,i,i,i,i,i
CC1CCCC(C)N1/N=C/c1ccccc1Br (configuration not stated),-3.5,i,i,13.8,-3.4,i,i,i,i,i,i
CC(C)CCC1=NN(C(=O)c2ccco2)C(O)(C(F)(F)F)C1 (configuration not stated),-5.8,i,i,-7.8,9.6,i,i,i,i,i,i

# Some of the entries so far, field by field.
O=C(O)CC(NC(=O)Cc1ccc([N+](=O)[O-])cc1)c1ccc2c(c1)OCO2 (configuration not stated)
  hERG protect: -3.4 | KCNK3 inh: i | ANO1 activ: i | Dyrk1A ADPGlo: -2.0 | HDAC3 inh: 4.8 | TRPC4 potent: i | TMEM16A inh: i | KCNK9 inh: i | KCNQ1 act: i | KCNQ1 block: i | TRPC4 agonist: i
Cc1cc(C)c2c(=O)[nH]c(SCC(=O)Nc3ccccc3)nc2n1
  hERG protect: -4.9 | KCNK3 inh: i | ANO1 activ: i | Dyrk1A ADPGlo: 0.6 | HDAC3 inh: 7.4 | TRPC4 potent: i | TMEM16A inh: i | KCNK9 inh: i | KCNQ1 act: i | KCNQ1 block: i | TRPC4 agonist: i
CCOC(=O)c1ccc(NC(=O)Nc2ccc(F)cc2)cc1
  hERG protect: -9.4 | KCNK3 inh: i | ANO1 activ: i | Dyrk1A ADPGlo: 1.1 | HDAC3 inh: 8.3 | TRPC4 potent: i | TMEM16A inh: i | KCNK9 inh: i | KCNQ1 act: i | KCNQ1 block: i | TRPC4 agonist: i
CCC(=O)Nc1cccc(NC(=S)NC(=O)c2cccc(C)c2)c1
  hERG protect: -11.1 | KCNK3 inh: i | ANO1 activ: i | Dyrk1A ADPGlo: 4.6 | HDAC3 inh: 3.1 | TRPC4 potent: i | TMEM16A inh: i | KCNK9 inh: i | KCNQ1 act: i | KCNQ1 block: i | TRPC4 agonist: i

# Screening results from PubChem BioAssay.

# A portion of the library; the hit share may differ from the screen's.
